Screens from PubChem.
HP1b binding inh – inhibitors of HP1-beta chromodomain binding to methylated histone tails | Potency, µM (top dose mostly 114 µM), inactives show at the highest dose activity change, negative = inhibition, usual class: inhibitors | P83916 | AID 540317 | 0.56% of 390,000 active | AlphaScreen HP1-beta / biotin-H3K9me3 peptide binding; also: nearly all actives have a fitted effect of over 70% in size; inactives centre near 23
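AlphaScreen: HP1-beta (50 nM) preformed 30 min with biotin-H3(1-18)K9me3 peptide (50 nM) in PBS pH 7.4, 0.01% Tween-20. Compound added for 30 min at RT, then streptavidin donor/nickel chelate acceptor beads (10 ug/mL) for 30 min.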
PGK inhibitor – inhibitors of T. brucei phosphoglycerate kinase. AID 602233. P07378. 0.043% of 380,000 active. Potency, µM (titrated, usually from 57.5 µM), without a hit: at the highest dose activity change, negative = inhibition, usual class: inhibitors. PGK/GAPDH coupled, Kinase-Glo luminescence, 60 min; also: % is scaled to controls: 0 for no effect and ±100 for the full control effect; nearly all actives have a fitted effect of over 60% in size
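Recombinant glycosomal PGK reaction used 1,3-bisphosphoglycerate generated in-well by GAPDH (100nM final) in 100mM TEA pH 7.6, 5mM MgCl2, 0.01% Tween-20. After 60 minutes at room temperature, ATP was read by Kinase-Glo Plus luminescence end-point.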
G9a inh – blocks human histone lysine methyltransferase G9a. Potency, µM (highest dose often 102 µM), without a hit: at the top dose activity, negative = inhibition, most hits filed as inhibitors. G9a H3K9 monomethylation, AlphaScreen, 2 h. AID 504332. 8.8% of 350,000 active; also: % is scaled to controls: 0 for no effect and ±100 for the full control effect; nearly all actives have a fitted effect of over 75% in size
Target sequence (Q96KQ7 913-1193 limits assumed): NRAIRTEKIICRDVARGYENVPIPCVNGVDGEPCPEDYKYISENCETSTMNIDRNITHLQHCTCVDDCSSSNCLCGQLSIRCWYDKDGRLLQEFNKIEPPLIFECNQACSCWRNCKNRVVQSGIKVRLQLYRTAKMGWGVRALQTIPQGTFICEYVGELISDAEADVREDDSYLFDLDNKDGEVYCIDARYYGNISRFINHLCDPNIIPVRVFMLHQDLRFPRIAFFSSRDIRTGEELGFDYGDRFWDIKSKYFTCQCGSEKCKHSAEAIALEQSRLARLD
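Step 1: enzyme (final 20 nM) with compound, 15 min RT. Step 2: substrate peptide 500 nM and SAM 20 uM, 2 h RT. Step 3: anti-H3K9me1 antibody and AlphaScreen beads, 10 min, then plate read.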
GLS inh – blocks human kidney-isoform glutaminase activity; O94925; GLS enzymatic activity, qHTS titration; Potency, µM (doses to about 45.5 µM), for inactives: top-dose activity change, negative = inhibition, most hits filed as inhibitors; 0.21% of 410,000 active; AID 624170; also: % is scaled to controls: 0 for no effect and ±100 for the full control effect
Target sequence (O94925 whole entry, looked up, canonical isoform): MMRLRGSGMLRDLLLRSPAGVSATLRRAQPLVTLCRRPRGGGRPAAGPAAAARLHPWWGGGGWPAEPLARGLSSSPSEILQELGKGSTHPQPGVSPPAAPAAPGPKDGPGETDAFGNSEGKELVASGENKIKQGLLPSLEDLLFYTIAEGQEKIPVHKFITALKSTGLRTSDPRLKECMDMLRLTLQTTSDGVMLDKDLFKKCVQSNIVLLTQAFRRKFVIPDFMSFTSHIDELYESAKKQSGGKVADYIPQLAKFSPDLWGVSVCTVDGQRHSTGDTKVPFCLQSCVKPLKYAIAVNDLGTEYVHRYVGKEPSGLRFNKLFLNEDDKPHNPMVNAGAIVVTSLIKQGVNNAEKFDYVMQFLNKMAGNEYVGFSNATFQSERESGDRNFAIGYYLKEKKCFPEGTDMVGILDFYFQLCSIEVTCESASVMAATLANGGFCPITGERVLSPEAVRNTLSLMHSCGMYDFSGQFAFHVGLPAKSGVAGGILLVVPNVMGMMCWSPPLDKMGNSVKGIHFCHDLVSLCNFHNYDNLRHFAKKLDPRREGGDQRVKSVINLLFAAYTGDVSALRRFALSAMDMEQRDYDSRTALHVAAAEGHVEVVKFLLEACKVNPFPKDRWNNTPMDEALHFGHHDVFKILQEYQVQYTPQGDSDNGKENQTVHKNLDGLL
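hKGA; 45 mM KH2PO4 pH 8.2 + 0.02% Tween-20; cpd via pin tool; 1 mM Gln soln; GluOx/HRP/Amplex Red; RT 30 min; fluor. t0 & final.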
BAZ2B inh – inhibitors of human BAZ2B bromodomain; AID 504333; AlphaScreen BAZ2B-H3K14Ac peptide displacement; Potency, µM (highest dose often 114 µM), without a hit: at the highest dose activity change, negative = inhibition, most hits filed as inhibitors; 4.4% of 360,000 active; also: % is scaled to controls: 0 for no effect and ±100 for the full control effect; nearly all actives have a fitted effect of over 60% in size
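Inhibition is scored as reduced AlphaScreen emission. The BAZ2B/b-H3(5-23)K14Ac complex (50 nM each) in PBS pH 7.4, 0.01% Tween-20 meets compound (up to 110 uM) for 30 min at RT before bead addition.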
POLI inh – inhibitors of human DNA polymerase iota. Q9UNA4. Pol iota fluorescent replication assay, 10 min. Potency, µM (series often up to 115 µM), for the others: at the top dose activity, negative = inhibition, hits mostly inhibitors. 1% of 390,000 active
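Fluorescent replication assay read twice, at 0 min and 10 min after adding 50 nM (final) substrate. Enzyme (10 nM) and compounds were first incubated 15 min at room temperature; enzyme-free buffer wells were negative controls.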
JMJD2A Tudor inh – blocks the human JMJD2A Tudor domain. AID 504339. AlphaScreen JMJD2A-Tudor / H3K4me3 peptide binding. O75164. Potency, µM (doses to about 114 µM), for the others: at the highest dose activity change, negative = inhibition, usual class: inhibitors. 4.4% of 390,000 active; also: % is scaled to controls: 0 for no effect and ±100 for the full control effect; nearly all actives have a fitted effect of over 50% in size
BLM helicase inh – inhibitors of human Bloom syndrome helicase BLM. 0.2% of 350,000 active. Potency, µM (highest dose often 56.1 µM), for inactives: top-dose activity change, negative = inhibition, actives largely listed as inhibitors. recombinant BLM DNA unwinding, fluorescence dequenching. P54132;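 also: plate controls were vehicle for no effect and no enzyme for full effect; nearly all actives have a fitted effect of over 35% in size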
Pin1 inh – inhibitors of human Pin1 | Pin1 FP peptide displacement, HiFluor488, 10 min | AID 504891 | Potency, µM (highest dose often 115 µM), for inactives: at the highest dose activity, negative = inhibition, hits mostly inhibitors | 0.009% of 390,000 active | Q13526; active = well fitted inhibition curve with a large enough effect in the polarisation, with a control signal flat, not every such curve was filed as active; inconclusive = small, poorly fitted or top-dose-only effect, or effect the other way, or a change in a side signal; inactive = no such curve, though single readings can be large or run the other way; the % refers to the polarisation; also: % is scaled to controls: 0 for no effect and ±100 for the full control effect
Target sequence (Q13526 whole entry, looked up): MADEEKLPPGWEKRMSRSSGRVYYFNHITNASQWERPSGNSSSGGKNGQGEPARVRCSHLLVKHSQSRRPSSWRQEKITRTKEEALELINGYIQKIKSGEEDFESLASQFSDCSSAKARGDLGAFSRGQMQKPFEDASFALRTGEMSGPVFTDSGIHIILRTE
* marks the source's active call; other numbers are inactive results; i = inactive; ? = inconclusive; . = no result given; & = joins results of further samples; [ ] = remark or other dose. Unless noted, calls follow the shape of the dose curve; as a rule, active = well fitted curve in the direction sought with a large enough effect; inconclusive = small, poorly fitted or top-dose-only effect, or another doubt; inactive = no such curve, though single readings can be large; an effect the other way counts as inactive or inconclusive. Potency is read from the fitted curve at half-maximal effect. Only part of the results is shown, so the mix of outcomes need not match the whole.

SMILES	HP1b binding inh	PGK inhibitor	G9a inh	GLS inh	BAZ2B inh	POLI inh	JMJD2A Tudor inh	BLM helicase inh	Pin1 inh
CC1=C[C@@H](C)[C@@H](c2ccccc2)OC1=O	13%&9%	-2%	.	10%	.	7%&-26%	-19%&-9%	-12%	-5%&-14%
COc1ccc(-c2cc3c(=O)n(CC(=O)N4CCCCC4)ncn3n2)cc1	28%	-7%	-11%	3%	-5%[57.1 µM]	13%	-17%	-5%	1%
O=C(COc1ccccc1F)NCC(c1ccco1)N1CCCC1 (stereo not given)	2%	-2%	-5%	2%	-1%	92%[activator]	-16%	1%	0%
Cc1[nH]c2ccc(F)cc2c1CCN(Cc1cccnc1)C(=S)Nc1ccc(F)cc1	13%	0%	?	-6%	10%	12%	?	4%	9%
COC(=O)C1=C(O)/C(=C\c2ccc(CNC(=O)C(=O)Nc3ccc(C)cc3)o2)N=C1C	24%	-7%	32µM*	-7%	32µM*	?	?	0%	-7%
O=C1CCc2cc(Br)ccc2O1	48%[activator]	i	.	0%	.	9%	10%	.	-9%
Cc1ccc(S(=O)(=O)N2CC(O)CC2C(=O)Nc2ccc3c(c2)CCC3)cc1 (stereo not given)	15%	0%	-8%[12.7 µM]	10%	-28%	9%	-14%	-2%	0%
Cc1nc(C(C)N(C)Cc2nc(-c3ccc4c(c3)OCO4)no2)c(C)s1 (stereo not given)	21%	-5%	.	-4%	-11%	-12%	-9%	-5%	-11%
CC(=O)Oc1cccc(N2C(=O)c3ccc(C(=O)Nc4cccnc4)cc3C2=O)c1	33%	-7%	-3%	-2%	-36%	46%[activator]	1%	-2%	-4%
COc1ccccc1C(=O)N1CCC(N2CCN(c3ccccc3OC)CC2)CC1	?	-1%	7.9µM*	-4%	50µM*	86%[activator]	18µM*	3%	-3%
COc1ccccc1NC(=O)CSc1nnnn1-c1ccc(C)cc1	27%	-1%	4%[59 µM]	-25%	-2%	0%	-2%	-1%	1%
O=C(COC(=O)c1cccs1)Nc1ccccc1Cl	31%	-3%	17%	-1%	11%	39%[activator]	-8%	1%	-5%

Next section; it opens with the two that closed the last part.
SMILES	HP1b binding inh	PGK inhibitor	G9a inh	GLS inh	BAZ2B inh	POLI inh	JMJD2A Tudor inh	BLM helicase inh	Pin1 inh
COc1ccccc1NC(=O)CSc1nnnn1-c1ccc(C)cc1	27%	-1%	4%[59 µM]	-25%	-2%	0%	-2%	-1%	1%
O=C(COC(=O)c1cccs1)Nc1ccccc1Cl	31%	-3%	17%	-1%	11%	39%[activator]	-8%	1%	-5%
O=C(/C=C\c1cn(-c2ccccc2)nc1-c1ccccc1)Nc1nccs1	15%	4%	15%[59 µM]	15%	9%	8%	-5%	0%	0%
O=C(NCc1ccc2c(c1)OCO2)C1CCN(c2nccc(C(F)(F)F)n2)CC1	35%	-1%	6%	-3%	1%	14%	-25%	-6%	-1%
CCN(CC)c1ccc2cc(-c3nc(-c4cc(OC)c(OC)c(OC)c4)no3)c(=O)oc2c1	31%[activator]	0%	-5%[59 µM]	-17%	-2%	29%	-13%	-7%	?
Cc1ccc(/C=C2\C(=O)Nc3ccccc32)o1	45µM*	3%	8.9µM*	-1%	40µM*	?	45µM*	-10%	0%
CCc1nc2c(cnn2-c2ccc(Cl)cc2)c(=O)n1-c1ccc(OC)cc1	18%	-3%	-32%[59 µM]	0%	0%	18%	-14%	-9%	6%
Cc1cccnc1NC(=O)Nc1ccccc1	30%	-3%	7%[12.7 µM]	?	0%	-9%	-6%[11.4 µM]	0%	-5%
Cc1nc([N+](=O)[O-])cn1CC(=O)Nc1ccc([N+](=O)[O-])cc1	25%	-2%	-2%	0%	-23%	40%[activator]	-21%	-3%	-3%
COc1ccc(OC)c(NC(=O)C(Sc2ccccc2)c2ccccc2)c1 (stereo not given)	55%[activator]	-3%	-17%[2.33 µM]	2%	-23%	8%	5%	1%	4%
CCCCCCCn1ccc(=N)cc1	11%	-3%	6.3µM*	2%	-4%	-6%	13%	0%	-3%
CCOc1ccc(NS(=O)(=O)c2ccc(NC(C)=O)c(OC)c2)cc1	33%	-7%	2%	25%	-3%	5%	2%	-2%	-2%
Cc1cc(N2CCN(c3ccccc3)CC2)nc(-c2ccccc2O)n1	69%[activator]	-4%	-45%	14%	14%	12%	-7%[57.1 µM]	-11%	-3%
Cc1[nH]c2ccccc2c1C(=O)C(=O)N1CCOCC1	42%[activator]	-6%	30%	-6%	?	-4%	-6%	-1%	-5%
CN(C(=O)CCc1nc2ccccc2c(=O)[nH]1)C1CCS(=O)(=O)C1 (stereo not given)	22%	-8%	?	-3%	-4%	-2%	-8%	.	-4%
CCOC(=O)c1cnn(-c2ncnc3c2cnn3C)c1N	9%	-1%	.	-5%	-5%	20%	-3%	-1%	-1%
COc1cc(/C=C2\SC(=O)N(c3ccccc3Cl)C2=O)cc([N+](=O)[O-])c1O	?	-10%	11µM*	27%	25µM*	?	35µM*	-3%	-26%
CC(=O)Nc1ccc(NC(=O)C2CCCN(c3nnc(-n4cccc4)s3)C2)cc1 (stereo not given)	23%	i	-4%[59 µM]	-2%	0%	-19%	-28%	-11%	34%[activator]
CCn1c(SC(C)C(=O)OC)nnc1-c1c[nH]c2ccccc12 (stereo not given)	26%	10%	14%	0%	8%	6%	-5%	2%	-1%
O=C(O)CC1S/C(=N\N=C/c2ccccc2)N(c2ccc(O)cc2)C1=O (stereo not given)	2%	-1%	-8%	21%	11%	-11%	-16%	-4%	-14%
O=C(CNC(=O)C1CCCCC1)NNC(=O)c1ccccc1Br	40%[activator]	-5%	-3%[12.7 µM]	15%	-3%	8%	19%	-6%	-15%
Cc1ccc(C2=NN(S(C)(=O)=O)C(c3cccs3)C2)cc1 (stereo not given)	48%[activator]	-3%	19%	-12%	8%[57.1 µM]	-12%	-14%	-6%	13%
O=C(NCCN1CCOCC1)c1ccc(S(=O)(=O)Nc2ccccc2)cc1	38%	7%	.	-2%	.	11%	-7%	.	0%
O=S(=O)(Nn1cnnc1)c1ccc2ccccc2c1	7%	2%	6%	9%	-5%	-9%	-8%	1%	2%
CC(C)(Oc1ccc(Cl)cc1)C(=O)Nc1ccc2oc(-c3ccncc3)nc2c1	21%	-1%	3%[12.7 µM]	0%	11%	7%	-10%	0%	5%
O=C(O)C1Cc2ccccc2CN1C(=O)CCl (stereo not given)	14%	0%	8.9µM*	2%	.	149%[activator]	?	-3%	-6%
COc1ccc(S(=O)(=O)N[C@H](C(=O)O)C(C)C)cc1	31%	8%	-2%	8%	-5%	6%	-3%	1%	0%
CCc1ccc(-n2c(SCC(=O)c3ccc4c(c3)NC(=O)CO4)nc3ccccc3c2=O)cc1	34%	1%	13%	-2%	-16%	174%[activator]	-8%	0%	25%
O=C(Nc1ccccc1C(=O)NCc1ccco1)c1ccccc1	3%	i	?	1%	-34%	8%	-28%	-5%	-1%
Cc1ccc2nc3c(cc(C(=O)NCC4CCCO4)c(=N)n3CCCOC(C)C)c(=O)n2c1 (stereo not given)	-11%	-1%	56µM*	-8%	0%	9%	?	-2%	-6%
CCOC(=O)C1CCCN(C(=O)COc2ccc(S(=O)(=O)N3CCOCC3)cc2)C1 (stereo not given)	21%	-1%	.	-1%	.	51%[activator]	-3%	.	2%
Fc1ccccc1Nc1nc(NCc2ccco2)nc(N2CCOCC2)n1	17%	2%	-27%	4%	-30%	-29%	?	-7%	11%
Cc1ccnc(NS(=O)(=O)c2ccc(NC(=O)c3oc4ccccc4c3C)cc2)n1	24%	3%	25µM*	10%	-13%	8%	-11%	-2%	?
Cc1ccc(C(=O)Nc2ccccc2N2CCCC2)cc1	32%	0%	?	-18%	?	107%[activator]	-26%	-9%	-3%
Cc1c(C(=O)N2CCC(c3nc4ccccc4s3)CC2)oc2ccc(Cl)cc12	?	i	7%[59 µM]	-2%	1%	24%	-15%	-9%	40%[activator]
CC(=O)NC1=NN(C(C)=O)C(C)(c2ccc(C)cc2)S1 (stereo not given)	27%	2%	31%[59 µM]	7%	-4%	7%	3%	3%	1%
CN(C(=O)c1ccc2c(c1)CCO2)C(C)(C)C	28%	0%	.	-4%	7%	88%[activator]	-12%	0%	0%
CN(c1ccccc1)S(=O)(=O)c1cc(C(=O)N2CCN(c3ncccn3)CC2)ccc1Cl	11%	-1%	.	14%	.	-2%	-14%	.	4%
Brc1ccccc1OCCNCc1ccccc1	?	0%	7.9µM*	-8%	50µM*	53%[activator]	?	-10%	-15%
COc1cc(OC)nc(NC(=O)NS(=O)(=O)c2ccccc2Cl)n1	26%	-2%	0%[59 µM]	1%	-2%	61%[activator]	6%	-5%	3%
COc1ccc(OC)c(NC(=O)CN2C(=O)NC3(CCOc4ccccc43)C2=O)c1 (stereo not given)	3%	i	-25%[59 µM]	15%	-2%	6%	-23%	-6%	6%
CC(=O)c1sc(NC(=O)c2cccnc2Cl)nc1C	20%	i	4%	-1%	-17%	18%	-14%	1%	-5%
Cc1ccc(-c2cc(Cc3ccncc3)c(=O)[nH]n2)cc1	25%	3%	.	-12%	-2%	-1%[58.9 µM]	0%	2%	-7%
CSc1nncn1/N=C/c1ccc([N+](=O)[O-])cc1	26%	8%	-2%	0%	-16%	110%[activator]	-3%	-1%	10%
CC(=O)N/C(=C\c1ccc(C)cc1)C(=O)O	32%	.	-48%	-1%	.	-12%	-9%	2%	-5%

Single values from the list.
Entry of Cc1ccc2nc3c(cc(C(=O)NCC4CCCO4)c(=N)n3CCCOC(C)C)c(=O)n2c1 (stereo not given) under BLM helicase inh: -2%
Entry of CC1=C[C@@H](C)[C@@H](c2ccccc2)OC1=O under GLS inh: 10%
Entry of CCOC(=O)C1CCCN(C(=O)COc2ccc(S(=O)(=O)N3CCOCC3)cc2)C1 (stereo not given) under JMJD2A Tudor inh: -3%
Entry of O=C(/C=C\c1cn(-c2ccccc2)nc1-c1ccccc1)Nc1nccs1 under BAZ2B inh: 9%
Entry of COc1ccccc1NC(=O)CSc1nnnn1-c1ccc(C)cc1 under HP1b binding inh: 27%

Shown as a hit in HP1b binding inh, among the entries above:
SMILES	HP1b binding inh	PGK inhibitor	G9a inh	GLS inh	BAZ2B inh	POLI inh	JMJD2A Tudor inh	BLM helicase inh	Pin1 inh
Cc1ccc(/C=C2\C(=O)Nc3ccccc32)o1	45µM*	3%	8.9µM*	-1%	40µM*	?	45µM*	-10%	0%
